Source: PubChem (Sanford-Burnham Center for Chemical Genomics)
SENP1 FRET inh – inhibitors of human SENP1 SUMO protease catalytic domain | Q9P0U3 | recombinant SENP1 catalytic domain, CyPet-SUMO1-YPet FRET cleavage | inhibition, % at 10 µM | 360,000 compounds, 0.21% hits | AID 624204;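 active = inhibition at least 30% at 10 µM, raw YFP signal under a set limit, fluorescence ratio 0.5 to 1.5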;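 note: 0% = enzyme with DMSO and 100% = no enzyme wells; some results filed as inactive read as strong as hits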
Target sequence (Q9P0U3 419-644 limits assumed): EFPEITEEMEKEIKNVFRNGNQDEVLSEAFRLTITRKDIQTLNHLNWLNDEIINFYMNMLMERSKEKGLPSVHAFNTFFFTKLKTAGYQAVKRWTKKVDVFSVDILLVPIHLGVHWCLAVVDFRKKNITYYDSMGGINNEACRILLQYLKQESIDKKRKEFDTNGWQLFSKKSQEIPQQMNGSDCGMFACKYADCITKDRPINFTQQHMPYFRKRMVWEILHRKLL
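Material: hSENP1 catalytic domain, recombinant; medium: Tris pH 8 with BME, BSA, NP40 and catalase; compound: single concentration of 10 µM compound, 0.5% DMSO final; technique: FRET read of cyan and yellow fluorescence; timing: 50 min enzyme reaction, room temperature, light-protected; reagent: SFCypet-SUMO1-SFYpet substrate at 25 nM; control set: no-enzyme low, enzyme-DMSO high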
NLRP3 yeast inh – NALP3 inhibition in yeast | 330,000 compounds, 0.39% hits | inhibition, % at 10 µM | Yeast reconstituted NLRP3/ASC/caspase-1, beta-gal luminescence, 24 h;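 active = inhibition of 50% or more; inactive = inhibition below 50%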;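 note: plate controls were induced DMSO wells for no effect and uninduced yeast grown without galactose for full effect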
APOBEC3A inh – human APOBEC3A DNA deaminase inhibition. inhibition, % at 20 µM. 330,000 compounds, 0.41% hits. recombinant A3A, FAM/TAMRA ssDNA deamination fluorescence;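 active = at least 40% inhibition at 20 µM here, with at most 30% in a related deaminase screen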;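 note: plate controls were A3A with DMSO for no effect and wells lacking A3A enzyme for full effect; some results filed as inactive read as strong as hits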
Target sequence (P31941 whole entry, looked up): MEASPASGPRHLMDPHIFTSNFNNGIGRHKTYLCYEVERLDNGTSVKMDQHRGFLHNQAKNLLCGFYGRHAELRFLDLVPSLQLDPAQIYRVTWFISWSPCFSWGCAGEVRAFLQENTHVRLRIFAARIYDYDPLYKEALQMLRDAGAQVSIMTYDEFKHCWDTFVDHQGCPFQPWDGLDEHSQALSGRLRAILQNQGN
mIAP block – blocks mouse intestinal alkaline phosphatase; purified mouse IAP, CDP-Star luminescence, 30 min; inhibition, % at 10 µM; 330,000 compounds, 0.2% hits;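 active = inhibition of at least 40% at 10 µM in the primary screen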;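 note: plate controls were DMSO with enzyme for no effect and no enzyme wells for full effect; values of inactives mirror those of a sister screen read the other way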
A3G deaminase – blocks human APOBEC3G single-stranded DNA deamination; inhibition, % at 20 µM; 330,000 compounds, 0.28% hits; recombinant A3G, ssDNA deamination FAM/TAMRA fluorescence; AID 493012; Q9HC16;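 active = inhibition of at least 40% at 20 µM, with no more than 30% in the related APOBEC3A deaminase screen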;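 note: plate controls were DMSO wells with A3G for no effect and wells lacking A3G enzyme for full effect; some compounds called inactive have numbers as strong as hits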
Target sequence (Q9HC16 whole entry, looked up): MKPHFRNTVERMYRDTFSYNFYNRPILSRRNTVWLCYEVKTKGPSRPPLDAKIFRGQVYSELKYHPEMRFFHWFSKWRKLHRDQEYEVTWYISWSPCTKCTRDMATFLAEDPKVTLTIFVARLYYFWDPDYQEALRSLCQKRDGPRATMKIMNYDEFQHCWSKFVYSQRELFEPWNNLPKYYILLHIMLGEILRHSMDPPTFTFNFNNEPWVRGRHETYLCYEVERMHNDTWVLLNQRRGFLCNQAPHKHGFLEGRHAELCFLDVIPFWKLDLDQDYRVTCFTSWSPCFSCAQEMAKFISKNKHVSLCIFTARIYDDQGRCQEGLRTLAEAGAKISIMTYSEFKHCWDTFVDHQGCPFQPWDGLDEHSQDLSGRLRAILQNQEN
MIN6 prolif – induces beta-cell replication in MIN6 cells | MIN6 cells proliferation, ATPlite luminescence, 48 h; cells starved in 0.2% serum; 100% = growth in 10% serum | proliferation, % at 10 µM | 330,000 compounds, 0.29% hits | AID 2380;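 active = compounds whose signal lies at least 3.5 SD above the mean of all wells on their plate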;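 note: 0% = DMSO-treated cells in low-serum medium and 100% = 10% serum control; some compounds called inactive have numbers as strong as hits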
mIAP act – increases mouse intestinal alkaline phosphatase activity. muIAP, CDP-Star luminescence, 30 min; active compounds read high; 1 = vehicle-only enzyme signal, 0 = enzyme-free wells. activation factor at 10 µM. 330,000 compounds, 0.24% hits;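 active = activation factor of at least 2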; note: the source names both 10 and 20 µM as test concentration; values of inactives mirror those of a sister screen read the other way
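Assay system: mouse IAP enzyme; Reagent: CDP-Star chemiluminescent phosphatase substrate; Compound: DMSO-dissolved test compounds; Incubation: 30 min, room temperature; Technique: luminescence from enzymatic CDP-Star hydrolysis; Controls: DMSO-only wells and no-enzyme negative control.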
hIAP activ – human IAP activation; activation factor at 10 µM; purified human IAP, CDP-Star luminescence, 30 min; active compounds read high; 1 = vehicle-only enzyme, 0 = enzyme-free background; P09923; 330,000 compounds, 0.16% hits;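 active = activation factor of the enzyme at least 2-fold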; note: the source names both 10 and 20 µM as test concentration; values of inactives mirror those of a sister screen read the other way
hIAP block – blocks human intestinal alkaline phosphatase. AID 2544. inhibition, % at 10 µM. P09923. purified IAP, CDP-Star luminescence, 30 min. 330,000 compounds, 0.12% hits;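 active = inhibition reaching a set limit with compound at 10 µM in the primary screen, cut at about 35% in these data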;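 note: plate controls were DMSO wells with enzyme for no effect and no-enzyme buffer wells for full effect; values of inactives mirror those of a sister screen read the other way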
* marks the source's active call; other numbers are inactive results. Not all compounds are listed (hit frequency here may not be typical).

molecule,SENP1 FRET inh,NLRP3 yeast inh,APOBEC3A inh,mIAP block,A3G deaminase,MIN6 prolif,mIAP act,hIAP activ,hIAP block
O=c1[nH]c(=O)n(CCc2ccccc2)c(O)c1C=NCCCn1ccnc1,-2,22,-2,0,-3,-4,1,1.2,-18
O=C(CCN1CCCCC1)Nc1ccc(Br)cc1C(=O)c1ccccc1,-4,30,-3,2,-6,-6,0.98,0.81,19
Cc1sc2ncnc(N3CCC(C(=O)Nc4ccc(C#N)c(Cl)c4)CC3)c2c1C,-7,19,53*,-10,7,-7,1.1,0.99,1
CCCCCc1cc(O)c2c3c(c(=O)oc2c1)CN(C)CC3,6,15,-4,-3,-11,-6,1,1.1,-12
OC(c1ccccc1)(c1ccccc1)C1CN2CCC1CC2 (centres undefined),2,-4,-4,-1,-6,-4,1,1.1,-13
CCOC(=O)C1SC2(C(F)F)CC1(O)c1c(c(OC)c3occc3c1OC)O2 (centres undefined),2,1,-5,15,0,-3,0.85,1.1,-9
O=C1/C(=C/c2cc([N+](=O)[O-])ccc2Cl)N2CCC1CC2,2,31,2,-8,-1,-3,1.1,0.85,15
C/C(=N\Nc1cccc2ccccc12)c1c(O)n(Cc2ccccc2)c(=O)[nH]c1=O,-47,-6,-7,2,41*,-6,0.98,0.88,12
O=C1C=C2C=C[C@H]3C[C@]2(O1)[C@@H]1CCCCN13,0,19,3,-2,1,6,1,1,-4
CC12CC[C@H]3[C@@H](CCC4(O)C[C@H](O)CCC34/C=N/NC(=O)c3ccccc3Cl)C1(O)CCC2C1=CC(=O)OC1 (some centres undefined),1,-5,-1,-9,-4,0,1.1,1,-2
CCN(CC)c1ccc(N=Cc2c(O)n(-c3ccccc3C)c(=O)[nH]c2=O)cc1,-23,16,-7,-7,-6,-4,1.1,1.2,-20
C=CCn1c(O)c(C(C)=Nc2cccc(C(=O)O)c2)c(=O)[nH]c1=O,-4,11,0,7,0,1,0.93,1,-1
COc1ccc(C(=O)C2CCCN(C3CSCCSC3)C2)cc1OC (centres undefined),0,6,-5,-8,-3,-1,1.1,0.9,10
c1ccc2c(c1)Nc1ccccc1S2,-4,31,1,-14,-1,-2,1.1,1.3,-25
Cc1ccc(NC(=O)CSc2nnc([C@@H](N)Cc3c[nH]c4ccccc34)o2)c(C)c1,-4,-5,-3,6,-13,0,0.94,0.88,12
O=C(Nc1ccc(F)cc1)OC1CN2CCC1CC2 (centres undefined),-2,-6,-3,-15,-11,1,1.1,0.94,6
COc1ccc2c(CN3CC=C(c4ccccc4)CC3)cc(=O)oc2c1,-26,23,8,-2,-6,2,1,0.96,4
CC(C)OP(=O)(OC(C)C)C(O)c1ccccc1F (centres undefined),0,22,-8,-2,-4,-4,1,1,-3
O=C1Nc2ccccc2/C1=C/c1nc2ccccc2c(=O)n1-c1ccc(O)cc1,3,14,9,6,-1,-4,0.94,1,-2
CN1CCC(C)(O)C2CCCCC21 (centres undefined),-2,-18,0,-1,-4,-4,1,0.94,6
COC(=O)C1=C(c2ccc(F)cc2OCc2ccccc2)C[C@@H]2CC[C@H]1N2C(=O)NC1CCN(Cc2ccccc2)CC1,3,48,-1,4,-5,-7,0.96,0.93,7
Oc1ccc(Cl)c(Cl)c1Cl,-1,-6,-5,3,-12,5,0.97,0.99,1
COC(=O)C1=C(c2ccc(OC(F)(F)F)cc2)C[C@@H]2CC[C@H]1N2C(=O)NCCc1ccccc1,0,11,2,-6,5,-7,1.1,1.1,-12
O=C(Nc1cccc(Br)c1)c1c(O)c2c(n(Cc3ccccc3)c1=O)CCCC2,3,2,-5,10,-10,-2,0.9,1.3,-30
Cc1ccc(-c2cc(-c3ccc(C)cc3)[n+](-c3ccccc3)c(-c3ccc(C)cc3)c2)cc1,-3,31,2,-3,-9,-9,1,0.78,22
CCOC(=O)c1c(N)n(Cc2ccccc2)c2nc3ccccc3nc12,-95,31,0,-5,-2,-2,1.1,0.74,26
NCC1(c2ccc3c(c2)OCCO3)CCCC1,0,16,-2,-20,-8,1,1.2,1.2,-17
CNC(C)(C)Cc1ccccc1,-1,15,3,3,1,0,0.97,1.2,-20
Cc1cc([P+](=O)O)c(C)n1-c1ccc(Br)cc1,-5,-4,2,1,-1,-1,0.99,0.96,4
CC1CN=C(NC(C)c2ccccc2)S1 (centres undefined),1,3,0,-4,0,-1,1,0.91,9
CN(C)CCSCc1nnc2n1-c1ccc(Cl)cc1C(c1ccccc1Cl)=NC2,0,-8,1,3,-5,-1,0.97,1.1,-10
COP(=O)(NC(=O)C(Cl)(Cl)Cl)OC,0,15,-1,11,-10,2,0.89,0.94,6
CCN(CC)C(=O)N[C@H]1C[C@@H]2c3cccc4[nH]cc(c34)C[C@H]2N(C)C1,-1,19,3,5,4,-4,0.95,0.98,2
CNC(=S)N/N=C1\C2CN3CCN(C2)CC1(c1ccccc1)C3,3,2,-3,6,-5,-2,0.94,0.96,4
Cc1cc(C)n(-c2ccc(NN=C(C#N)C#N)cc2)n1,-4,9,-2,3,-7,-6,0.97,0.9,10
Fc1ccccc1CCNCc1cccc(Cl)c1Cl,1,21,3,0,1,-4,1,0.99,1
Cc1nc2ccc(N3CCN(C)CC3)cc2nc1C,13,-9,-1,2,-1,3,0.97,1,-1
CC(Cc1ccccc1)N1Cc2ccccc2C1 (centres undefined),-1,15,-4,6,-8,2,0.94,1,-1
CC1CC(NC(=O)C2C3CCC(O3)C2C(=O)O)CC(C)(C)C1 (centres undefined),1,6,2,10,-4,0,0.9,1,-4
CCOc1ccc(N2C(=O)NC(=O)/C(=C\c3cc(OC)c(OC)cc3[N+](=O)[O-])C2=O)cc1,-10,-6,1,10,-10,-1,0.9,1,-1
O=c1[nH]c(=O)n(-c2cccc3ccccc23)c(O)c1/C=N/N1CCCCC1,2,-14,0,-7,-1,-1,1.1,1.1,-6
O=c1c2ccccc2nc(N2CCCC2)n1-c1ccc(Cl)cc1,0,13,1,-7,4,2,1.1,0.89,11
CCN1CCN(C(=O)COc2ccc(S(=O)(=O)NC(C)C)cc2)CC1,2,20,-2,10,-3,0,0.9,1.3,-32
O=C1NC(=O)C(CCc2ccncc2)(CCc2ccncc2)C(=O)N1C1CCCCC1,3,19,-2,1,-3,1,0.99,1.3,-26
Cn1c(O)c(C=NCCN2CCN(C(=O)Nc3ccccc3)CC2)c(=O)n(C)c1=O,1,19,1,-7,-2,-1,1.1,1.1,-10
Cc1ccc(C(O)(c2ccc(C)c(C)c2)C2CN3CCC2CC3)cc1C (centres undefined),2,31,-1,-9,-5,-7,1.1,1.1,-12
CC(C)(C)C(=O)OCC12CCC(O1)C1(C)C(=O)OCC21 (centres undefined),0,-7,-2,-1,-1,-3,1,1.1,-7
CCOc1ccc(CC2C(=O)NC(=O)N(c3ccc(CC)cc3)C2=O)cc1 (centres undefined),2,17,-7,-3,-6,-2,1,1,-1
COc1ccc(Br)cc1CN1CCN(CCO)CC1,1,-3,-1,2,-4,0,0.98,0.89,11
COc1cc(/C=C/c2nc3ccccc3c(=O)n2-c2ccc(O)cc2)ccc1O,-22,5,-24,15,-80,-3,0.85,0.92,8
COc1ccc(CN2C(=O)CC(=O)NC2=O)cc1,-3,7,1,10,-2,-1,0.9,0.82,18
Nc1ccncc1,1,7,-2,-13,-7,-2,1.1,1,-4
CCCCn1c(O)c(C(C)=Nc2c(C)n(C)n(-c3ccccc3)c2=O)c(=O)[nH]c1=O,0,14,1,4,-2,0,0.96,0.99,1
O=[N+]([O-])c1ccc(N2CCCCCC2)c2nonc12,84,32,-8,8,-9,-1,0.92,0.66,34
COc1ccc(CNCCc2ccc3c(c2)OCO3)cc1Br,2,29,-5,-1,-8,-3,1,1.1,-7
COc1ccc(CC(=O)N(CCN(C)C)CC2CCCN(Cc3ccccc3F)C2)cc1 (centres undefined),-2,11,-6,-2,13,-4,1,0.9,10
COCCOC(=O)c1c(N)n(Cc2ccccc2)c2nc3ccccc3nc12,-77,16,-1,-2,-4,-4,1,0.98,2
CN1CN(c2cccc([N+](=O)[O-])c2)CN=C1N[N+](=O)[O-],0,3,7,-2,-5,1,1,0.92,8
CN1CCN(C(=O)COc2ccc(S(=O)(=O)NC3CCCCC3)cc2Cl)CC1,0,-2,-6,2,-5,-2,0.97,1.3,-32
C=C1[C@H]2C[C@H]3[C@H]4N5C[C@]6(C)CCC[C@]47[C@H]([C@H]2O)[C@]3(C[C@]5(O)[C@H]67)[C@@H]1O,2,-2,8,-14,6,-5,1.1,0.91,9
C=CCN1CC[C@]23c4c5ccc(O)c4OC2[C@H](O)CC[C@@]3(O)[C@H]1C5 (some centres undefined),-2,2,1,-12,-1,-1,1.1,0.94,6
